CHO-K1 Ca ag = counter-screen for M1 agonists: effect in parental CHO-K1 cells; activation, % at 3 µM; Fluo-8 calcium fluorescence; scaled to maximal ATP response, vehicle zero; hit rate 0.48% among 360,000; in the data active = activation above about 15%;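 also: untransfected CHO-K1 host cells lacking M1 receptor as counterscreen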
M4 ag = human M4 muscarinic receptor agonists, primary screen, CHO-K1 cells, Fluo-8 calcium fluorescence. Muscarinic acetylcholine receptor M4 (Homo sapiens), P08173. CHO-K1 hM4/Gqi5; vehicle 0%, full acetylcholine response 100%. activation, % at 3 µM. hit rate 0.14% among 360,000. AID 624127, 2012;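 active = activation above the run mean over all test wells plus 3 SD, cut at about 32% in these data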;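 also: peak over basal fluorescence ratio per well then scaled between controls; 0% = DMSO wells and 100% = acetylcholine at EC100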
CHRM1 agonist = human M1 muscarinic receptor agonists, primary screen, Fluo-8 calcium fluorescence, CHO-K1 cells, HTS; Muscarinic acetylcholine receptor M1 (Homo sapiens), P11229; CHO-K1 hM1, agonist mode; 0% DMSO, 100% acetylcholine EC100; activation, % at 3 µM; hit rate 0.33% among 360,000;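 active = activation above the run's mean compound activation plus 3 SD, cut at about 16% in these data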;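 also: peak over basal fluorescence ratio within a 140 s kinetic read after compound addition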
Target sequence (P11229 whole entry, looked up): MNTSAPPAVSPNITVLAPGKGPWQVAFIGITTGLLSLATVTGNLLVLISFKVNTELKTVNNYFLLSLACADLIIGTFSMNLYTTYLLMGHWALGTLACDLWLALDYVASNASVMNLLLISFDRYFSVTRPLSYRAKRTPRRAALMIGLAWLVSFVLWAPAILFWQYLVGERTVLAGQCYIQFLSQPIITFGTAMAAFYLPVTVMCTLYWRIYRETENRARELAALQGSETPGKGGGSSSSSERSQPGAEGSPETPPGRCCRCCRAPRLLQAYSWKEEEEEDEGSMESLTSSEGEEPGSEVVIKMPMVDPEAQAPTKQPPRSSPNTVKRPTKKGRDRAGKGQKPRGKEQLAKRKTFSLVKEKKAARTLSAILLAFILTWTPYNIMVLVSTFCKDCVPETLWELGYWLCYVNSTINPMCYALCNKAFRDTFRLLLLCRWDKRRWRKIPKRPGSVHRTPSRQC
CHRM4 antagonist = human M4 muscarinic receptor antagonists, primary screen, CHO cells, Fluo-8 calcium fluorescence. CHO-hM4 cells, ACh EC80. Muscarinic acetylcholine receptor M4 (Homo sapiens), P08173. inhibition, % at 3 µM. hit rate 0.73% among 360,000;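 active = inhibition above its plate's cutoff, the mean inhibition of sample wells plus 3 SD, cut at about 27% in these data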;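 also: 0% = acetylcholine EC80 with DMSO and 100% = DMSO without agonist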
CHO-K1 Ca antag = counter-screen for M1 antagonists: effect in parental CHO-K1 cells; ATP-induced calcium, Fluo-8 fluorescence; inhibition, % at 3 µM; hit rate 0.6% among 360,000; AID 602250;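 active = inhibition above a per-plate cutoff, the plate's mean sample inhibition plus 3 SD, cut at about 24% in these data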;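 also: 0% = DMSO plus EC80 ATP and 100% = DMSO alone without ATP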
M1 antag = human M1 muscarinic receptor antagonists, primary screen, CHO-K1 cells, Fluo-8 calcium fluorescence, 1536-well; AID 588852, 2011; CHO-K1 hM1, ACh EC80 antagonist; inhibition, % at 3 µM; hit rate 1.3% among 360,000;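 active = percent inhibition above its own plate's cutoff, namely the mean of that plate's compound wells plus 3 SD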;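 also: peak over basal fluorescence ratio during 140 s after agonist addition; 0% = ACh EC80 plus DMSO and 100% = DMSO alone without agonist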
OXTR potentiate = human OXTR potentiators, primary screen, fluorescence, CHO-OTR cells, Fluo-8 calcium | Oxytocin receptor (Homo sapiens), P30559 | Fluo-8 calcium fluorescence, potentiator mode; 0% = oxytocin EC15, 100% = EC100 | activation, % at 3 µM | hit rate 0.061% among 320,000;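 active = activation above that plate's cutoff, the mean activation of tested compounds plus 3 SD, cut at about 6.6% in these data, passing the limit was not always enough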;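 also: 100% uses oxytocin at 75 nM as the full agonist control; some results filed as inactive read as strong as hits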
Target sequence (P30559 whole entry, looked up): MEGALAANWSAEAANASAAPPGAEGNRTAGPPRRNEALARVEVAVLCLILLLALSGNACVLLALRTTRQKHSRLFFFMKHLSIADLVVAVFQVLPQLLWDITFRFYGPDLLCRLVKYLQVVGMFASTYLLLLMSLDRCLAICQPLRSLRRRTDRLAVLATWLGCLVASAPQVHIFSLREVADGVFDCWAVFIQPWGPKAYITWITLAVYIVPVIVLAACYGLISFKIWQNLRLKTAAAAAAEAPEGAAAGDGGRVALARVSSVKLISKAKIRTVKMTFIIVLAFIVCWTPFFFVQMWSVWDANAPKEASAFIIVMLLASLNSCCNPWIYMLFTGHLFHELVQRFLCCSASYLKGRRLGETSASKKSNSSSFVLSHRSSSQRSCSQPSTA
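Assay system: CHO-OTR cells, human receptor / Also added: oxytocin at about EC15, sub-maximal agonist stimulus / Dosing: single dose, 3.0 µM nominal final compound concentration / Incubation: 6 min pre-incubation, 100 s read / Technique: Fluo-8 calcium dye fluorescence / Read-out: % activation vs EC15 and EC100 oxytocin / Benchmarks: EC15 oxytocin low, 75 nM oxytocin high / Replicates: singlicate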
CHRM1 PAM = human M1 muscarinic receptor positive allosteric modulators, primary screen, CHO-K1 cells, Fluo-8 calcium fluorescence, 1536-well. AID 588819, 2011. hit rate 0.088% among 360,000. activation, % at 3 µM. Muscarinic acetylcholine receptor M1 (Homo sapiens), P11229. CHO-K1 hM1, ACh EC20; 0% = ACh EC20, 100% = maximal ACh; in the data active = activation above about 19%, passing the limit was not always enough
CHO parental Ca = ATP-evoked calcium signal inhibitors, parental CHO, primary screen, counter-screen for OX1R antagonist project, cell-based, fluorescence, Fluo-8 calcium dye; hit rate 0.63% among 330,000; inhibition, % at 5.6 µM; AID 463079, 2010; parental CHO-K1, ATP-induced calcium, Fluo-8 fluorescence;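 active = inhibition above that plate's mean sample inhibition plus 3 SD, cut at about 26% in these data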;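 also: 0% = ATP-challenged DMSO wells and 100% = DMSO wells without ATP; some compounds past the cut are filed as inactive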
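test system = CHO parental line | reagent = ATP stimulus | measured by = intracellular calcium via Fluo-8 no-wash fluorescent dye | control set = ATP and no-ATP DMSO wells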
The depositor's hits bear a star; nt = no result given.

SMILES	CHO-K1 Ca ag	M4 ag	CHRM1 agonist	CHRM4 antagonist	CHO-K1 Ca antag	M1 antag	OXTR potentiate	CHRM1 PAM	CHO parental Ca
Cc1ccc(-c2cnc(-c3ccncc3)o2)cc1	-0.5	-2	-5	0	9	-11	7	13	-12
O=C1CCCC(O)=C1N=Nc1cccc(S(=O)(=O)N2CCOCC2)c1	-0.6	0	-1	-3	12	-4	-8	9	-9
Cc1cccc(NC(=O)CSc2nc3ccccc3c(=O)n2C)c1	9.9	10	-2	18	12	20	-21	-13	24
CC1(C(=O)NCCC(F)(F)F)Cc2c(-c3ccccc3)ccnc2O1 (stereo not drawn)	-0.1	2	-1	-22	-5	-4	nt	0	nt
NNc1nc(-c2ccccc2)cc(-c2ccccc2O)n1	0.6	5	-2	0	2	-2	-4	-1	-26
CC(=O)Nc1ccc(NC(=O)C(NC(=O)c2ccc(Cl)cc2)C(C)C)cc1 (stereo not drawn)	0.8	0	-5	-4	-19	-3	nt	-1	nt
Cc1ccc(C)c(N2CCN(C(=O)c3ccc(CS(=O)Cc4cccc(Cl)c4)o3)CC2)c1 (stereo not drawn)	8.0	12	-2	-7	-8	6	-13	-7	-1
CCC(=O)N1CCC1(C)C(=O)Nc1ccc2nc(C)ccc2c1 (stereo not drawn)	0.2	3	-1	2	-12	-18	nt	9	nt
CC(=O)Nc1ccc(SCC(=O)c2c(N)n(Cc3ccccc3)c(=O)n(C)c2=O)cc1	4.4	3	-1	13	-13	-21	-5	-1	4
C=CCNC(=O)COC(=O)C1CCN(S(=O)(=O)c2ccc3c(c2)OCCO3)CC1	0.3	0	-2	-5	-1	-3	-5	2	2

Continued (7 carried over from the part before).
SMILES	CHO-K1 Ca ag	M4 ag	CHRM1 agonist	CHRM4 antagonist	CHO-K1 Ca antag	M1 antag	OXTR potentiate	CHRM1 PAM	CHO parental Ca
CC1(C(=O)NCCC(F)(F)F)Cc2c(-c3ccccc3)ccnc2O1 (stereo not drawn)	-0.1	2	-1	-22	-5	-4	nt	0	nt
NNc1nc(-c2ccccc2)cc(-c2ccccc2O)n1	0.6	5	-2	0	2	-2	-4	-1	-26
CC(=O)Nc1ccc(NC(=O)C(NC(=O)c2ccc(Cl)cc2)C(C)C)cc1 (stereo not drawn)	0.8	0	-5	-4	-19	-3	nt	-1	nt
Cc1ccc(C)c(N2CCN(C(=O)c3ccc(CS(=O)Cc4cccc(Cl)c4)o3)CC2)c1 (stereo not drawn)	8.0	12	-2	-7	-8	6	-13	-7	-1
CCC(=O)N1CCC1(C)C(=O)Nc1ccc2nc(C)ccc2c1 (stereo not drawn)	0.2	3	-1	2	-12	-18	nt	9	nt
CC(=O)Nc1ccc(SCC(=O)c2c(N)n(Cc3ccccc3)c(=O)n(C)c2=O)cc1	4.4	3	-1	13	-13	-21	-5	-1	4
C=CCNC(=O)COC(=O)C1CCN(S(=O)(=O)c2ccc3c(c2)OCCO3)CC1	0.3	0	-2	-5	-1	-3	-5	2	2
Cc1ccc(NC(=O)C(C)OC(=O)c2ccc(NC(=O)CC#N)cc2)cc1S(=O)(=O)N1CCOCC1 (stereo not drawn)	0.3	0	-3	-5	-1	2	-8	-3	14
CCNC(=O)c1c(O)c2cccc3c2n(c1=O)CC3	0.6	1	-5	-2	-6	-15	-14	8	-15
COc1ccc(S(=O)(=O)N2CCN(C(=O)Cc3cccs3)CC2)cc1	0.8	1	-9	-4	-4	-1	-8	1	-4
NC(=O)C1(NC(=O)[C@@H]2CC3(CC(c4cccc(NC(=O)c5cc([N+](=O)[O-])cc([N+](=O)[O-])c5)c4)=NO3)CN2C(=O)c2ccccc2)CC1 (stereo partly drawn)	1.3	1	-5	2	-7	-5	-5	11	-5
CCCc1c(C(=O)N/N=C/c2ccoc2)nnn1-c1nonc1N	0.2	0	1	-9	-6	-3	nt	3	nt
Cc1ccc(C2=NN(C(=O)CN3C(=O)c4ccccc4S3(=O)=O)C(c3ccco3)C2)cc1 (stereo not drawn)	-0.3	1	-1	-6	-10	-12	-13	9	-9
O=C(COc1ccc(Br)cc1)N1CCc2ccccc21	-0.6	0	-5	3	5	-3	-2	2	-9
CN(CC(=O)Nc1cccc(F)c1)C(=O)C1CCC(C(=O)N(C)CC(=O)Nc2cccc(F)c2)CC1 (stereo not drawn)	1.7	2	-7	-10	-16	-1	nt	9	nt
COc1ccc(N(CC2CO2)S(=O)(=O)c2ccccc2)cc1 (stereo not drawn)	0.1	2	-4	-6	-10	-12	-6	16	2
N#CC1=C(N)N(c2ccc(Oc3ccccc3)cc2)C(=O)C1	0.4	1	-4	-6	-2	-10	-24	4	-13
COc1cc(C(=O)Nc2nnc(SC)s2)c([N+](=O)[O-])cc1OC	0.3	1	-3	4	-10	0	5	3	0
Cc1cccc(C(=O)N/N=C/c2coc3ccccc3c2=O)c1	-0.1	1	-1	-6	-5	-13	-6	11	2
Cc1ccc(S(=O)(=O)NC(=O)c2cc(C)n(-c3ccc(N(C)C)cc3)c2C)cc1	1.9	5	-5	7	6	1	-2	1	-2
CC(C)n1c(NCCc2ccccc2)nc2c1c(=O)n(C)c(=O)n2C	4.4	7	4	6	8	-19	-10	-1	39*
COc1ccccc1NC(=O)c1cnc2n(c1=O)CCS2	-0.1	1	-1	-2	-10	-31	-4	18	-5
CC1CCCN(C(=O)Cn2nnc(-c3ccccc3F)n2)C1 (stereo not drawn)	0.1	1	-4	6	-6	1	-5	2	-19
Cc1cc(C)nc(Nc2ccccc2Cl)n1	-0.2	-1	-3	-12	-2	-11	-7	6	-5
COc1ccc(C)cc1NC(=O)CCc1c(C)nn(-c2ccc(N3CCCCC3)nn2)c1C	4.4	14	0	7	-7	9	-9	-6	-34
O=C(O)c1ccc2c(c1)C(=O)N(c1cccc(S(=O)(=O)Nc3cccc(C(F)(F)F)c3)c1)C2=O	3.2	5	-4	-12	-22	-5	-14	9	-4
COc1cccc(C(=O)NC(C)c2ccc(-c3ccccc3)cc2)c1OC (stereo not drawn)	6.6	15	-5	-17	-11	2	-9	-8	2
COc1cc(C2NC(=S)NC(O)(C(F)(F)F)C2C(=O)c2cccs2)cc(OC)c1O (stereo not drawn)	0.4	0	-6	-4	-3	8	3	-5	-8
Cc1[nH]n(-c2ccc(Cl)cc2)c(=O)c1/C=N/c1nnc(-c2ccccc2)s1	2.1	1	8	-1	-9	-5	5	3	-3
CNC(=O)c1sc(Nc2ccc(OCc3ccccc3)cc2)nc1C	15	16	-11	2	-12	25	-9	-30	0
COc1ccc(NC2=C(Cl)C(=O)N(c3ccccc3)C2=O)c(OC)c1	1.5	2	-2	-3	-6	1	-1	8	6
CS(=O)(=O)N(Cc1cccc(CN(C(C(=O)O)c2ccccc2)S(C)(=O)=O)c1)C(C(=O)O)c1ccccc1 (stereo not drawn)	0.1	-1	-1	4	2	3	-3	0	-3
Cn1c(CCc2ccccc2)n[nH]c1=S	0.1	1	-3	-9	2	8	-4	2	-3
NCc1csc(Nc2ncccn2)n1	0.9	0	-2	9	-7	-12	nt	4	nt
Cc1cc(C)c(S(=O)(=O)Nc2ccncc2)cc1C	0.1	1	-2	10	-3	-12	-1	5	7
O=C(Nc1ccc(Cc2ccc(NC(=O)C3CC3)cc2)cc1)C1CC1	0.6	2	-5	4	-16	5	-13	-2	2
COC(=O)/C(C#N)=C/c1c(N2CCN(c3ccccc3)CC2)nc2ccccn2c1=O	2.3	10	-7	4	-3	0	-2	1	-17
COc1ccccc1-c1noc(-c2ccccc2C(=O)Nc2ccccc2)n1	1.8	5	-1	-4	1	-9	-7	-13	-18
CN1CCN(C(=S)C(=O)Nc2ccccc2)CC1	0.7	1	-1	-11	-14	-7	-2	11	-5
Clc1cc(Cl)c(Cl)c(Cl)c1Cl	-0.2	1	-3	-3	-1	1	-4	2	-13
O=C(Cn1cc(C(=O)c2ccco2)c2ccccc21)NC1CCCC1	0.7	1	1	-3	-2	-4	-15	4	-18
Cc1cccc(S(=O)(=O)NC2CCCCCCC2)c1	3.0	1	-8	4	-15	10	-8	-8	-13
COc1ccc(NC(C)=O)cc1S(=O)(=O)Nc1ccccc1C(=O)NCCc1ccccc1	1.6	4	-4	18	-4	2	-11	0	-9

Reprinted at random: three entries already listed, in no set order.
SMILES	CHO-K1 Ca ag	M4 ag	CHRM1 agonist	CHRM4 antagonist	CHO-K1 Ca antag	M1 antag	OXTR potentiate	CHRM1 PAM	CHO parental Ca
Cc1cccc(S(=O)(=O)NC2CCCCCCC2)c1	3.0	1	-8	4	-15	10	-8	-8	-13
C=CCNC(=O)COC(=O)C1CCN(S(=O)(=O)c2ccc3c(c2)OCCO3)CC1	0.3	0	-2	-5	-1	-3	-5	2	2
O=C(Nc1ccc(Cc2ccc(NC(=O)C3CC3)cc2)cc1)C1CC1	0.6	2	-5	4	-16	5	-13	-2	2
